Screens as filed in PubChem BioAssay.
esBAF inh: blocks esBAF chromatin remodeling in mouse ES cells | Bmi1-luciferase knock-in reporter, 24 h; 100% = twice the neutral-well signal | reporter increase, % at 12.5 µM | hit rate 2% among 350,000 | AID 602393; in the data active = activation above about 40%;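 also: 0% = median of the plate's neutral control wells and 100% = double that signal; a rise in the Bmi1 reporter signal indicates esBAF inhibition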
miR-122 sensor: blocks miR-122 activity in Huh7 sensor cells; activation (reporter increase), % at 12.5 µM; Huh7 miR-122 Renilla luciferase sensor, 48 h; neutral wells = 0, positive control = 100; AID 602342; hit rate 0.3% among 340,000;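 active = mean replicate activation score at least 90 and every replicate individually at or above 90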;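 also: higher luciferase means less miR-122 activity so hits act as miR-122 inhibitors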
Statin myotox sup: suppression of simvastatin myotoxicity | hit rate 0.78% among 330,000 | rescue of ATP level, % at 7.49 µM | C2C12 myotubes + simvastatin, ATP luminescence, 48 h; scaled: DMSO 0, geranylgeraniol control 100;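 active = mean ATP rescue above about 67%, or every replicate alone reaching that limit, limit read from the data, passing the limit was not always enough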;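 also: myotubes were challenged with 10 µM simvastatin during compound exposure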
Cneo AK release: Cryptococcus neoformans lysis via adenylate kinase release; C. neoformans lysis, adenylate kinase release luminescence, 4 h; normalised: neutral wells 0, clomiphene wells 100; lysis activity, % at 15 µM; hit rate 0.2% among 360,000; AID 651654;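 active = mean lysis activity across replicates of at least 80%, whatever share of replicates individually reach that level; inactive = mean lysis activity below 80%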
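Material: C. neoformans cells; Schedule: 4 h static compound exposure, 37 °C, read 1 h post-reagent; Measured by: adenylate kinase release luminescence; Read-out: signal increase indicating cell lysis; Controls: Clomiphene as positive lysis control.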
ERp5 inh: ERp5 (human) disulfide isomerase inhibition. hit rate 0.05% among 350,000. Q15084. ERp5 insulin aggregation, absorbance 650 nm, 90 min. AID 651711. inhibition, % at 9.99 µM;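 active = mean replicate inhibition above about 25%, with every replicate also reaching it, limit read from the data, passing the limit was not always enough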
Target sequence (Q15084 whole entry, looked up): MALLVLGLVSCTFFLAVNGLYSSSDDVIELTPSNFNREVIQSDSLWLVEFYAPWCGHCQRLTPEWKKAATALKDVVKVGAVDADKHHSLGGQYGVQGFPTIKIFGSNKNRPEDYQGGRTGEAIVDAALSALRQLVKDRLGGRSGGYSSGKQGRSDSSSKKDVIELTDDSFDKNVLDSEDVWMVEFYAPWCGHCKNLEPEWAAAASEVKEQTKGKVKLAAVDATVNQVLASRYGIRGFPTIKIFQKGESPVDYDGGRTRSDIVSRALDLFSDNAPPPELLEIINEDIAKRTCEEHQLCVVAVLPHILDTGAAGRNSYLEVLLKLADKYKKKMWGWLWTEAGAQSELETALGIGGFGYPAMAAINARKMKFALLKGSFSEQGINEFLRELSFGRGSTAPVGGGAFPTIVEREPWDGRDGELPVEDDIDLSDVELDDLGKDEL
ARNT-TACC3 inh: ARNT/TACC3 interaction disruption | Q9Y6A5 | AlphaScreen His-ARNT PAS-B/GST-TACC3 binding, luminescence; TACC3 fragment carries E629A point mutation | inhibition, % at 9.99 µM | hit rate 0.66% among 390,000 | AID 623870;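 active = mean inhibition of replicates at least 50% and at least half of replicates each reaching 50%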;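 also: 0% = complete ARNT plus TACC3 wells and 100% = ARNT alone without TACC3; many hits fall short of the cut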
SIRT5 block: blocks human SIRT5 desuccinylation of peptide; Q9NXA8; Purified SirT5, succinyl-peptide AMC, trypsin-coupled fluorescence; inhibition, % at 15 µM; hit rate 1.1% among 330,000; AID 652115; in the data active = inhibition above about 15%
Target sequence (Q9NXA8 whole entry, looked up): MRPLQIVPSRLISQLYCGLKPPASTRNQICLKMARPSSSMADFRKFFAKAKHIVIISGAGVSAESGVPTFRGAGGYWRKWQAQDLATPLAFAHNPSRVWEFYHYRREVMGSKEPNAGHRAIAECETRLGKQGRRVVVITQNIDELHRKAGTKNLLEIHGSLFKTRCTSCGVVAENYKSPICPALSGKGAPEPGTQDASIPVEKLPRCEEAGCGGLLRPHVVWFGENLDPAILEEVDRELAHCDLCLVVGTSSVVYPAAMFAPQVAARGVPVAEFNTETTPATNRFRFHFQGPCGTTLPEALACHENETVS
An asterisk follows results filed as active; nt = no result given; & = joins results of further samples. The list is partial; the hit share may differ from the screen's.

no.	structure	esBAF inh	miR-122 sensor	Statin myotox sup	Cneo AK release
1	CN(C)CCOC(C)(c1ccccc1)c1ccccn1 (configuration not stated)	5.9	-4.1	13.9	-2.1
2	CN1CCN(C(c2ccccc2)c2ccccc2)CC1	-6.0	-0.3	0.4	0.6
3	CC12CCC(CC1)C(C)(C)O2	1.3	-3.3	3.2	0.9
4	C1CCC(C(CC2CCCCN2)C2CCCCC2)CC1 (configuration not stated)	-8.7&-4.1	-1.9&-19.0	-18.1&-18.2	14.0&1.7
5	CN1CCN(CCC(=O)N2c3ccccc3Sc3ccc(C(F)(F)F)cc32)CC1	-3.4	3.0	35.6	2.5
6	CCC(C)n1ncn(-c2ccc(N3CCN(c4ccc(OCC5COC(Cn6cncn6)(c6ccc(Cl)cc6Cl)O5)cc4)CC3)cc2)c1=O (configuration not stated)	-3.0&1.3	6.4	-50.3	-0.5&-12.0
7	O=C(c1ccc(F)cc1)C1CCN(CCn2c(=O)[nH]c3ccccc3c2=O)CC1	3.3&-4.6	-3.1&-2.0	-0.2&-1.3	-0.4&0.2
8	O=C(CCN1CCC(c2ccccc2)C1)c1ccc2c(c1)OCCO2 (configuration not stated)	11.3	2.6	-6.0	-1.6
9	COc1ccccc1N1CCN(CCCNc2cc(=O)n(C)c(=O)n2C)CC1	0.2	nt	0.0	0.2
10	C/C=C(/C)C(=O)O[C@@H]1c2c(ccc3ccc(=O)oc23)OC(C)(C)[C@@H]1OC(=O)/C(C)=C\C	-0.3	-4.6	-38.6	-2.0
11	O=C(CCNNC(=O)c1ccncc1)NCc1ccccc1	-6.3	-3.3	-3.0	1.9
12	CC[n+]1c(C)sc2cc(OC)ccc21	nt	nt	nt	nt
13	CC(=O)c1ccc2c(c1)N(CCCN(C)C)c1ccccc1S2	6.8	-9.9	-13.4	0.4
14	CC(COc1ccccc1)NC(C)C(O)c1ccc(O)cc1 (configuration not stated)	-0.8	-3.3	9.1	1.9
15	CCCCCCO	1.9	-1.3	-3.7	1.0

no.	ERp5 inh	ARNT-TACC3 inh	SIRT5 block
1	-11.2	-6.5	-1.7
2	-5.5	4.2	-6.7
3	4.6	-4.5	nt
4	-6.8&-1.7	6.2&3.6	-6.4&-4.4
5	nt	7.7	nt
6	-3.6	5.8&-13.2	-0.2
7	-1.5&-6.4	-5.3&-6.5	-4.1&-2.3
8	-0.7	-3.5	-0.2
9	-1.6	nt	nt
10	4.6	2.9	30.7*
11	-1.8	-2.6	-1.3
12	2.1	-5.9	-5.0
13	1.3	5.1	-2.7
14	2.7	-4.2	-1.3
15	-0.4	nt	nt

(cont.)
no.	structure	esBAF inh	miR-122 sensor	Statin myotox sup	Cneo AK release
16	NC(=O)c1cccc(-c2cc(Nc3ccc(OC(F)(F)F)cc3)ncn2)c1	nt	26.9	nt	-1.6
17	CCOC(=O)c1ccc(N)cc1	4.2	0.3	4.8	0.0
18	COC(=O)c1ccc(O)cc1	2.0	nt	7.8	1.5
19	COc1ccc(C(=O)NCc2ccc(OCCN(C)C)cc2)cc1OC	1.6	-2.9	-1.6	1.3
20	CCOc1ccccc1C(N)=O	-3.6	-3.3	-0.5	-0.1
21	CC(=O)NC(Cc1ccccc1)C(=O)O (configuration not stated)	-11.9	-2.4	-4.6	-0.5
22	CC(C(=O)O)c1ccc(C(=O)c2cccs2)cc1 (configuration not stated)	-0.1	1.0	-9.2	3.1
23	c1ccc(CN(CC2=NCCN2)c2ccccc2)cc1	-1.2&6.1	-4.2&-2.2	-2.3&-2.0	0.1&0.9
24	Cc1cc(-c2ccccc2)nnc1NCCN1CCOCC1	4.8	-3.1	0.2	0.7
25	Cc1ccc(CN2CCN(Cc3cccc4nccnc34)CC2CCO)cc1 (configuration not stated)	-8.2	0.9	-6.0	3.0
26	CCCn1cnc2c1c(=O)n(CCCCC(C)=O)c(=O)n2C	5.5	nt	8.8	-0.1
27	CC(=O)OCC1=C[C@@H]2OC(=O)C3=CO[C@@H](O[C@@H]4O[C@H](CO)[C@@H](O)[C@H](O)[C@H]4O)[C@H]1[C@@H]32	-7.7	-1.9	1.9	-0.3
28	NC(=O)c1cn(Cc2c(F)cccc2F)nn1	-0.1	-6.7	-7.3	2.6
29	CC[N+](C)(CC)CCOC(=O)C(O)(c1ccccc1)C1CCCCC1 (configuration not stated)	0.8	3.9	10.7	-0.3
30	COc1ccc(/C=C/C(=O)Nc2ccccc2C(=O)O)cc1OC	-54.8	-2.4	-0.5	-3.4

no.	ERp5 inh	ARNT-TACC3 inh	SIRT5 block
16	0.9	-4.8	nt
17	-1.0	1.8	3.8
18	-3.2	-6.4	-1.0
19	0.4	-2.0	-3.0
20	-2.3	nt	nt
21	4.5	-7.9	2.1
22	-1.3	-3.8	10.4
23	-3.0&-2.6	5.5&30.6	0.1&-0.6
24	-3.1	-4.0	-1.0
25	-4.2	7.8	-19.6
26	1.1	0.5	-2.6
27	9.0	1.3	nt
28	3.0	0.5	0.2
29	2.2	-2.7	-1.6
30	-1.8	1.3	5.4

Further entries follow:
no.	structure	esBAF inh	miR-122 sensor	Statin myotox sup	Cneo AK release
31	Cc1c(NC(=O)c2cccnc2)c(=O)n(-c2ccccc2)n1C	nt	1.0	nt	-3.0
32	c1ccc(CC2=NCCN2)cc1	6.0	-4.8	-0.4	-1.2
33	OCCN1CCN(CCCN2c3ccccc3Sc3ccc(Cl)cc32)CC1	-8.6	-4.4	-10.3	3.4
34	Cc1cc(Nc2cc(N3CCN(C)CC3)nc(Sc3ccc(NC(=O)C4CC4)cc3)n2)n[nH]1	-54.0	nt	-31.7	-1.4
35	C=CC1=C(C(=O)O)N2C(=O)[C@@H](NC(=O)/C(=N\O)c3csc(N)n3)[C@H]2SC1 (stereo in doubt)	-2.1	-3.2	-0.1	2.9
36	O=C(NCCc1c[nH]c2ccccc12)c1cccnc1	22.1	4.3	5.2	-0.4
37	C[C@]12CCC(=O)C=C1CC[C@@H]1[C@@H]2CC[C@@]2(C)[C@H]1CC[C@]2(O)C(=O)CO	-9.8	-5.2	6.0	3.2
38	CCCNC(C)C(=O)Nc1c(C)csc1C(=O)OC (configuration not stated)	0.6	0.2	-1.3	-0.7
39	CCOc1ccc(NC(=O)Cn2cc(C(=O)c3ccco3)c3ccccc32)cc1	-0.7	3.3	21.6	0.9
40	CC1(C)OC2CC(=O)OCC23C1CC(=O)C1(C)C3CCC2(C)C(c3ccoc3)OC(=O)C3OC321 (configuration not stated)	-5.0	-2.6	1.8	0.2
41	CC1(C)Cc2c(sc(NC(=S)NC(=O)c3ccccc3)c2C(=O)O)CO1	nt	nt	nt	nt
42	Cn1c(=O)c2c(ncn2CC2OCCO2)n(C)c1=O	-9.9	-0.5	5.1	0.7
43	CC(=O)Nc1ccc(C(=O)O)cc1	-2.4	6.4	-11.7	1.1
44	CCOc1ccc(C(=O)OCCN(CC)CC)cc1	-2.3	-4.7	27.7	2.9
45	CCN(CC)CCOC(=O)C1(c2ccccc2)CCCC1	0.3	4.3	-24.8	6.5

no.	ERp5 inh	ARNT-TACC3 inh	SIRT5 block
31	1.7	-1.2	-3.9
32	0.4	-5.0	-4.2
33	2.8	11.8	-3.9
34	-2.3	10.1	nt
35	-7.7	64.4*	4.9
36	7.9	0.2	-2.5
37	-0.7	2.1	-1.0
38	1.1	-0.7	-0.8
39	nt	-2.5	nt
40	3.0	nt	2.2
41	-1.6	2.6	1.9
42	4.5	0.9	-4.4
43	-6.8	nt	nt
44	nt	-1.7	nt
45	nt	2.2	nt

Following part.
no.	structure	esBAF inh	miR-122 sensor	Statin myotox sup	Cneo AK release
46	CC(=O)c1ccc(S(=O)(=O)NC(=O)NC2CCCCC2)cc1	-1.6	0.2	6.9	0.9
47	COc1ccc(C(=O)CC(=O)c2ccc(C(C)(C)C)cc2)cc1	10.5	2.3	11.9	-1.4
48	CCN(CC)CCNC(=O)c1cc(Cl)c(N)cc1OC	-1.3	-0.2	1.1	1.7
49	Cc1nc2ccccn2c(=O)c1CCN1CCC(C(=O)c2ccc(F)cc2)CC1	-3.9	-1.9	1.3	-0.4
50	CN1CCOC(c2ccccc2)c2ccccc2C1 (configuration not stated)	-2.5	2.5	-1.3	0.5
51	OC(C#CCN1CCCC1)(c1ccccc1)c1ccccc1	-0.8	nt	-6.1	-2.7
52	COc1cc2c(c(OC)c1OC)-c1c(cc3c(c1OC)OCO3)[C@@H](OC(C)=O)[C@H](C)[C@H](C)C2	-7.5	-7.4	4.6	0.0

no.	ERp5 inh	ARNT-TACC3 inh	SIRT5 block
46	-2.3	-0.5	-5.2
47	5.0	2.2	-1.5
48	1.5	4.2	0.5
49	-2.4	0.1	-1.7
50	0.8	-1.4	3.5
51	-1.9	0.1	-8.4
52	-1.3	-3.1	-0.9

An excerpt of these results, with two lines to a compound:
Under each structure: esBAF inh | miR-122 sensor | Statin myotox sup | Cneo AK release | ERp5 inh | ARNT-TACC3 inh | SIRT5 block
38. CCCNC(C)C(=O)Nc1c(C)csc1C(=O)OC (configuration not stated)
 : 0.6 | 0.2 | -1.3 | -0.7 | 1.1 | -0.7 | -0.8
39. CCOc1ccc(NC(=O)Cn2cc(C(=O)c3ccco3)c3ccccc32)cc1
 : -0.7 | 3.3 | 21.6 | 0.9 | nt | -2.5 | nt
40. CC1(C)OC2CC(=O)OCC23C1CC(=O)C1(C)C3CCC2(C)C(c3ccoc3)OC(=O)C3OC321 (configuration not stated)
 : -5.0 | -2.6 | 1.8 | 0.2 | 3.0 | nt | 2.2
41. CC1(C)Cc2c(sc(NC(=S)NC(=O)c3ccccc3)c2C(=O)O)CO1
 : nt | nt | nt | nt | -1.6 | 2.6 | 1.9
42. Cn1c(=O)c2c(ncn2CC2OCCO2)n(C)c1=O
 : -9.9 | -0.5 | 5.1 | 0.7 | 4.5 | 0.9 | -4.4
43. CC(=O)Nc1ccc(C(=O)O)cc1
 : -2.4 | 6.4 | -11.7 | 1.1 | -6.8 | nt | nt
44. CCOc1ccc(C(=O)OCCN(CC)CC)cc1
 : -2.3 | -4.7 | 27.7 | 2.9 | nt | -1.7 | nt
45. CCN(CC)CCOC(=O)C1(c2ccccc2)CCCC1
 : 0.3 | 4.3 | -24.8 | 6.5 | nt | 2.2 | nt
46. CC(=O)c1ccc(S(=O)(=O)NC(=O)NC2CCCCC2)cc1
 : -1.6 | 0.2 | 6.9 | 0.9 | -2.3 | -0.5 | -5.2
47. COc1ccc(C(=O)CC(=O)c2ccc(C(C)(C)C)cc2)cc1
 : 10.5 | 2.3 | 11.9 | -1.4 | 5.0 | 2.2 | -1.5
48. CCN(CC)CCNC(=O)c1cc(Cl)c(N)cc1OC
 : -1.3 | -0.2 | 1.1 | 1.7 | 1.5 | 4.2 | 0.5
49. Cc1nc2ccccn2c(=O)c1CCN1CCC(C(=O)c2ccc(F)cc2)CC1
 : -3.9 | -1.9 | 1.3 | -0.4 | -2.4 | 0.1 | -1.7
50. CN1CCOC(c2ccccc2)c2ccccc2C1 (configuration not stated)
 : -2.5 | 2.5 | -1.3 | 0.5 | 0.8 | -1.4 | 3.5
